Vif imaging: inhibitors of HIV Vif | AID 602346 | hit rate 0.35% among 340,000 | HEK293T cells, Vif self-association by quenched fluorescence, imaging, 24 h | inhibition, % at 7.49 µM; in the data active = inhibition above about 50%, passing the limit was not always enough; also: some results filed as inactive read as strong as hits
NR2E3 ag-1: activates human photoreceptor nuclear receptor NR2E3 | GST-NR2E3/biotin-RetCOR TR-FRET, 1536-well | inhibition of corepressor binding, % at 4.78 µM | hit rate 0.12% among 320,000 | AID 2300;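 active = percent inhibition above the cutoff of mean plus 3 SD of all tested compounds, set per screening campaign, cut at about 20% in these data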;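 also: 0% = DMSO wells and 100% = biotin wells as full block of FRET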
Target sequence (Q9Y5X4 whole entry, looked up): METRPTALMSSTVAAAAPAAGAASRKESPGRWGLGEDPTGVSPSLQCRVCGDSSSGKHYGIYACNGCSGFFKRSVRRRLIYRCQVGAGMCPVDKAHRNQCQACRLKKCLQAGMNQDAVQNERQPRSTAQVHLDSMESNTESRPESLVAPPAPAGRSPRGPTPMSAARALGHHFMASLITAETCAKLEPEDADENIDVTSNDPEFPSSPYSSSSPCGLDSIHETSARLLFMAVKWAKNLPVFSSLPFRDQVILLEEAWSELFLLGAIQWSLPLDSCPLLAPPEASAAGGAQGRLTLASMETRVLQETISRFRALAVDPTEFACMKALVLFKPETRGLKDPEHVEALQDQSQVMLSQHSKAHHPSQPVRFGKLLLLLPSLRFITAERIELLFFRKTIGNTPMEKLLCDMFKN
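Format: 1536-well format; test system: GST-NR2E3 and biotin-RetCOR proteins; read-out basis: percent inhibition of TR-FRET ratio; timing: 5 h incubation at 4 °C; detection: time-resolved FRET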
PDI turbidity: inhibitors of human protein disulfide isomerase. P07237. PDI insulin aggregation turbidity, A650, 90 min. inhibition, % at 10 µM. hit rate 0.052% among 350,000. AID 588391;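 active = mean inhibition across replicates of 30% or more, whatever share of single replicates reach that level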;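 also: absorbance from insulin aggregation driven by PDI reduction with DTT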
Target sequence (P07237 whole entry, looked up): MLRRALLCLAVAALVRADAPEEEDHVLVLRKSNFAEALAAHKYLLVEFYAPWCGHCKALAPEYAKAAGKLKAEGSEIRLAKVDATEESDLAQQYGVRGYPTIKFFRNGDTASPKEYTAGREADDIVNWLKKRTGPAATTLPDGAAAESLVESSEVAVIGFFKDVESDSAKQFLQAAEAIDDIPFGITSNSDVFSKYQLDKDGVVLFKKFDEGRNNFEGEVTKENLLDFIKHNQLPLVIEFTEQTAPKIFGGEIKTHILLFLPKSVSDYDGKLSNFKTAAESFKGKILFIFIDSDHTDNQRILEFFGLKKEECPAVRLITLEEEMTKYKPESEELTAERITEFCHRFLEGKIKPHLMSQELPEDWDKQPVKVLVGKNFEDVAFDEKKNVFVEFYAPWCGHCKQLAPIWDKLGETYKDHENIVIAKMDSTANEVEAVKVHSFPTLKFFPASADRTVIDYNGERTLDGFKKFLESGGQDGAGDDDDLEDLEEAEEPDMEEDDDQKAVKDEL
CF NFkB inh: blocks PAF-induced NF-kB reporter in cystic fibrosis cells; KKLEB NF-kB-GFP reporter, GFP fluorescence overnight; inhibition, % at 5 µM; hit rate 0.86% among 360,000;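 active = at least 50% inhibition at 5 µM, scaled per plate between neutral and stimulator controls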;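 also: PAF is a Pseudomonas aeruginosa culture filtrate used as stimulus; plate controls were PAF-stimulated DMSO wells for no effect and unstimulated DMSO wells for full effect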
KKLEB cytotox: counter-screen for CF NF-kB inhibitors: cytotoxicity; AID 602141; KKLEB CF airway cells viability, ATPlite luminescence, overnight; stronger effect = lower value; cells stimulated with P. aeruginosa culture filtrate; activity change (cytotoxicity), % at 5 µM; hit rate 0.36% among 360,000;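 active = corrected activity change at or below -50% at 5 µM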
TRPM1 prom inh: MITF TRPM1 promoter inhibition in SK-MEL-5 cells; SK-MEL-5 TRPM1 promoter luciferase, 24 h; inhibition, % at 12.5 µM; hit rate 0.83% among 330,000;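 active = mean inhibition across replicates of 60% or more, whatever share of single replicates reaches that level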; also: values of inactives mirror those of a sister screen read the other way
HIF-2a inh: blocks HIF-2a reporter activity; AID 624352; inhibition, % at 18.8 µM; 786-0 RCC cells HIF-2a reporter, luciferase luminescence, overnight; hit rate 0.72% among 360,000;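 active = inhibition of the luminescence signal of 40% or more relative to plate controls, in a single-dose primary screen at 18.75 µM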
Shn3 3UTR inh: Schnurri-3 reporter inhibition in Clone20 osteoblasts; AID 588674; inhibition, % at 12.5 µM; hit rate 0.52% among 360,000; Clone20 osteoblast Shn3 3'UTR firefly luciferase, 24 h;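 active = mean inhibition of at least 75% with every replicate also reaching 75%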;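 also: 0% = median of neutral control wells and 100% = pilot-screen positive control compound; some compounds past the cut are filed as inactive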
Peg3 prom inh: Peg3 promoter activity inhibition | HeLa PEG-Prom luciferase reporter, luminescence, overnight | hit rate 1.7% among 360,000 | inhibition, % at 20 µM;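 active = inhibition of at least 50% at 20 µM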
NR2E3 ag-2: activates human NR2E3 receptor; Q9Y5X4; CHO-S Gal4-NCOR/VP16-NR2E3 two-hybrid, luciferase; inhibition of corepressor binding, % at 3.98 µM; hit rate 0.35% among 360,000; AID 602229;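 active = inhibition above the mean of all tested compounds plus 3 SD, cut at about 70% in these data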;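 also: 0% = DMSO with NR2E3 transfected cells and 100% = cells lacking NR2E3 construct; higher means lower luciferase signal from less NR2E3 corepressor binding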
CaV13 FRET inh: Primary screen for inhibitors of IQ motif and Ca2+-dependent inactivation inhibitor domain binding in CACNA1D, Förster resonance energy transfer in living cells, …; HEK cells, CFP/YFP FRET ICDI-IQ, plate reader, 10 min; percent FRET-ratio fall versus neutral wells; inhibition, % at 12.3 µM; hit rate 0.098% among 340,000;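 active = mean replicate inhibition of at least 30% and at least 1% of replicates passing that level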;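 also: 0% = median of the neutral control wells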
The depositor's hits bear a star; . = not tested or not shown.

SMILES	Vif imaging	NR2E3 ag-1	PDI turbidity	CF NFkB inh	KKLEB cytotox	TRPM1 prom inh	HIF-2a inh	Shn3 3UTR inh	Peg3 prom inh	NR2E3 ag-2	CaV13 FRET inh
Cc1cccc(OCCOCCN2CCNCC2)c1C	2	-2	3	7	2	6	-3	-17	-11	3	-16
COc1cccc(N2CCN(C(=O)c3cccc(NC(=O)C4=C(C)OCCS4)c3)CC2)c1	4	.	6	30	0	.	14	10	24	2	1
NC(=O)c1ccc(NC(=O)CSc2nnc(C3CCCCC3)n2N)cc1	-1	-2	18	-10	-6	7	7	-2	3	-6	-8
COc1cc2c(cc1OC)C(C)N(S(=O)(=O)c1ccc(Cl)nc1)CC2 (configuration not stated)	0	-5	9	4	1	4	13	9	13	-13	-6
CCn1cc(C(=O)NCCc2ccc(Cl)cc2)c(=O)c2ccc(C)nc21	-8	.	4	4	-8	-1	7	37	26	6	-17
OC1(c2cccs2)CN(c2ccccc2)C2=[N+]1CCCC2 (configuration not stated)	-4	3	-3	-5	2	6	16	25	-5	1	3
Cc1ccc(NC(=S)N2CCN(S(=O)(=O)c3ccccc3)CC2)cc1	16	.	3	-19	2	2	20	2	12	17	-6
C=CCSC1=C(C#N)C(c2cccc(OC)c2)CC(=O)N1 (configuration not stated)	-5	2	-4	6	5	5	13	0	13	-2	1
CCN(C(=S)NC(=O)c1ccco1)c1cccc2ccccc12	0	.	0	26	-13	30	14	13	27	7	-3
Cc1cc(C)c2c(CN3CCCC3)cc(=O)oc2c1	.	.	.	-24	-10	.	-23	-33	-3	11	-3
CCn1cc(C(=O)NCc2ccc3c(c2)OCO3)c(=O)c2cc(F)c(N3CCN(C(=O)c4ccco4)CC3)cc21	-8	0	3	-20	7	16	23	51	51*	-1	-6
Cc1ccccc1N1CCN(CCCOc2ccc3c(C)cc(=O)oc3c2)CC1	12	1	-1	-17	-10	-8	7	17	3	-1	-4
Cc1cc(C)c(NC(=O)COC(=O)c2ccc([N+](=O)[O-])s2)c(C)c1	-5	11	-3	-9	-4	-6	8	-4	14	-15	-6
O=C(Cc1ccc(F)cc1)NC1CCCC1	-1	-1	-1	-7	4	4	7	-5	1	15	0
COc1ccc(OC)c(Nc2cc(C)nc3nc(C)nn23)c1	5	1	.	8	1	28	12	-19	27	-9	-5
Cc1ccc(C(=O)OCC(=O)Nc2cc(Cl)ccc2C#N)o1	0	.	2	23	1	.	10	-3	-4	17	-6
N/C(=N\OC(=O)COc1ccc(Br)cc1Cl)c1cccnc1	-3	3	1	-10	-3	-113	-338	-74	-323	-125	-3
COc1cccc(NC(=O)CN2C(=O)COc3ccc(S(=O)(=O)N4CCCCCC4)cc32)c1	0	4	4	11	-4	-6	1	-8	4	-23	-14
O=C(COc1cccc(F)c1)NNC(=O)Cc1ccc(S(=O)(=O)N2CCOCC2)s1	0	-3	-6	14	-9	-2	11	-15	0	14	-2
O=C(CSCCc1ccccn1)Nc1cccnc1	-1	3	5	7	3	9	7	5	15	-1	.
CN(C)c1ccc(CC(=O)N2CCCCC2c2cc(C(=O)Nc3cccc4c3CCCC4)no2)cc1 (configuration not stated)	2	.	7	-52	13	.	17	19	12	10	-6
Cc1ccc(CSc2ncccc2C(=O)O)cc1	-3	-3	10	7	-18	-15	-48	-6	-40	-52	-4
COC(=O)CCc1sc(Nc2ccc(Br)cc2)nc1-c1ccc(OC)cc1	1	-1	1	2	-1	6	-45	1	-19	-26	-3
CCOc1ccccc1CN1CCC(n2nccc2NC(=O)C2CCCC2)CC1	7	0	4	8	0	-8	16	-5	-3	-44	.
Cc1nn(-c2ccc(F)cc2)c(Cl)c1C(=O)NCC1CCCO1 (configuration not stated)	-20	3	-3	-4	5	-12	-4	-5	0	3	-2
CC(=O)Oc1ccc(-c2cccc(C(=O)NCCCO)c2)cc1	-3	-4	0	-1	-1	1	-14	-16	-18	-15	-3
O=[N+]([O-])c1cccc(N(CC(O)CN2CCCCC2)S(=O)(=O)c2ccccc2)c1 (configuration not stated)	3	-3	12	11	-2	-16	-3	-12	-6	-12	-2
CCN1C(=O)/C(=C2\SC(=S)N(NC(=O)c3ccccc3O)C2=O)c2ccccc21	5	2	-4	1	1	1	-9	10	-17	-31	-6
COc1ccc(CCNC(=O)CNCC(c2ccccc2)N(C)C)cc1OC (configuration not stated)	10	-1	7	6	-2	-6	6	-1	3	-3	-4
CCc1c(C)sc2nc3c(C(=O)N4CCOCC4)cc(C(=O)c4ccccc4O)cn3c(=O)c12	-4	2	6	-7	-5	-6	19	0	11	-2	-5

The final two records of the part before lead into the next.
SMILES	Vif imaging	NR2E3 ag-1	PDI turbidity	CF NFkB inh	KKLEB cytotox	TRPM1 prom inh	HIF-2a inh	Shn3 3UTR inh	Peg3 prom inh	NR2E3 ag-2	CaV13 FRET inh
COc1ccc(CCNC(=O)CNCC(c2ccccc2)N(C)C)cc1OC (configuration not stated)	10	-1	7	6	-2	-6	6	-1	3	-3	-4
CCc1c(C)sc2nc3c(C(=O)N4CCOCC4)cc(C(=O)c4ccccc4O)cn3c(=O)c12	-4	2	6	-7	-5	-6	19	0	11	-2	-5
CC1(C)Oc2ccc(C(=O)NC3CCCC3)cc2N(CC(=O)N2CCOCC2)C1=O	18	-1	13	-14	1	-6	14	15	11	-4	-4
CCC1CCCCN1C(=O)CSc1nnc(-c2c[nH]c3ccccc23)o1 (configuration not stated)	10	-2	5	-4	6	-24	-75	-17	-54	-5	.
COc1ccc(CC(NC(C)=O)C(=O)NC2CCN(S(=O)(=O)c3ccccc3)CC2)c(OC)c1 (configuration not stated)	3	1	14	0	7	9	5	21	6	18	-4
CCCn1cc(NC(=O)c2cc(-c3ccccc3)on2)cn1	2	3	-2	1	-8	-12	-302	-33	-159	-89	-8
C=CCn1c(C)cc(C(=O)Cn2nc(C(=O)O)c3ccccc3c2=O)c1C	29	-3	-1	12	-25	-49	-189	-62	-216	-143	-5
CCCCC(=O)Nc1nc2ccc(C(=O)OC)cc2s1	-3	3	7	-8	-4	-33	8	-81	-155	-112	-5
COc1ccc(C(=O)Nc2c3c(nn2C(C)(C)C)CS(=O)(=O)C3)cc1OC	0	-1	-3	-41	10	12	3	-18	9	-4	-2
CCC(C)c1ccccc1NC(=O)COC(=O)c1ccc(N2CCCC2)c([N+](=O)[O-])c1 (configuration not stated)	2	0	-1	3	-10	1	-3	20	-5	-57	-2
COc1ccccc1N(CC(=O)NC1CCCC1)S(=O)(=O)c1ccc(C)cc1	1	2	-7	4	-7	2	11	8	19	-27	-4
Cc1nn2cc(-c3ccc(Cl)cc3)cnc2c1Cl	-3	1	2	4	0	-126	-289	-76	-378	-41	-2
O=C(Nc1ccccc1N1CCCC1)c1ccc2c(c1)OCO2	0	-3	-3	14	-12	-2	-5	-11	3	-18	-4
C/C(=N\NC(=O)c1ccc2c(c1)OCO2)c1ccc(O)cc1	7	1	-2	8	-3	-17	-26	-131	-110	-47	-2
CCOC(=O)C1=C(SCC(=O)Nc2ccccc2)NC(=O)C(C#N)C12CCCCC2 (configuration not stated)	-12	-1	0	6	3	-1	8	-5	10	-14	-7
Cc1ccc(C(O)(CNCc2ccccc2)c2ccccc2)cc1 (configuration not stated)	7	.	-2	0	-12	-1	14	73	-9	2	-4
COCc1cc(C)nc(OCC(=O)N/N=C/c2ccco2)c1C#N	4	-6	1	-12	2	3	4	-9	6	20	-16

Eleven structures already listed, ordered by SMILES length, ascending:
SMILES	Vif imaging	NR2E3 ag-1	PDI turbidity	CF NFkB inh	KKLEB cytotox	TRPM1 prom inh	HIF-2a inh	Shn3 3UTR inh	Peg3 prom inh	NR2E3 ag-2	CaV13 FRET inh
Cc1nn2cc(-c3ccc(Cl)cc3)cnc2c1Cl	-3	1	2	4	0	-126	-289	-76	-378	-41	-2
CCCCC(=O)Nc1nc2ccc(C(=O)OC)cc2s1	-3	3	7	-8	-4	-33	8	-81	-155	-112	-5
O=C(Nc1ccccc1N1CCCC1)c1ccc2c(c1)OCO2	0	-3	-3	14	-12	-2	-5	-11	3	-18	-4
COCc1cc(C)nc(OCC(=O)N/N=C/c2ccco2)c1C#N	4	-6	1	-12	2	3	4	-9	6	20	-16
C/C(=N\NC(=O)c1ccc2c(c1)OCO2)c1ccc(O)cc1	7	1	-2	8	-3	-17	-26	-131	-110	-47	-2
CCC1CCCCN1C(=O)CSc1nnc(-c2c[nH]c3ccccc23)o1 (configuration not stated)	10	-2	5	-4	6	-24	-75	-17	-54	-5	.
COc1ccccc1N(CC(=O)NC1CCCC1)S(=O)(=O)c1ccc(C)cc1	1	2	-7	4	-7	2	11	8	19	-27	-4
COc1ccc(C(=O)Nc2c3c(nn2C(C)(C)C)CS(=O)(=O)C3)cc1OC	0	-1	-3	-41	10	12	3	-18	9	-4	-2
CC1(C)Oc2ccc(C(=O)NC3CCCC3)cc2N(CC(=O)N2CCOCC2)C1=O	18	-1	13	-14	1	-6	14	15	11	-4	-4
CCC(C)c1ccccc1NC(=O)COC(=O)c1ccc(N2CCCC2)c([N+](=O)[O-])c1 (configuration not stated)	2	0	-1	3	-10	1	-3	20	-5	-57	-2
COc1ccc(CC(NC(C)=O)C(=O)NC2CCN(S(=O)(=O)c3ccccc3)CC2)c(OC)c1 (configuration not stated)	3	1	14	0	7	9	5	21	6	18	-4

The results go on.
SMILES	Vif imaging	NR2E3 ag-1	PDI turbidity	CF NFkB inh	KKLEB cytotox	TRPM1 prom inh	HIF-2a inh	Shn3 3UTR inh	Peg3 prom inh	NR2E3 ag-2	CaV13 FRET inh
CCOc1cc(C)c(Cl)cc1S(=O)(=O)NCc1ccco1	-4	0	6	-1	-3	-7	8	7	0	-13	.
O=S(=O)(c1cc(Cl)ccc1Cl)N1CCNCC1	2	-1	-6	-8	2	3	29	5	5	8	-5
c1cncc(-c2ccc3ncnc(NCc4cccs4)c3c2)c1	-8	.	-1	7	-11	9	17	15	11	-28	-6
C/C(=N\OC(=O)c1ccc(OC(C)C)cc1)c1ccc(C)c(C)c1	10	-3	4	10	-7	-18	-158	3	-140	-8	-5
Cc1ccc(C(=O)N/C(=C\c2ccco2)C(=O)N2CC(C)OC(C)C2)cc1C (configuration not stated)	2	.	0	4	8	4	6	15	14	-28	-3
O=C(OCC(=O)N1CCN(C(=O)c2ccco2)CC1)c1ccc(S(=O)(=O)N2CCCCC2)cc1	9	0	-4	1	-4	6	6	18	-1	3	.
COc1cccc(-n2ccnc2SCC(=O)N2CCc3ccccc32)c1	-5	1	7	-1	8	-10	-7	17	-5	-9	-5
Cc1cc2oc(=O)cc(CN(C)Cc3ccc(OC(F)F)cc3)c2cc1Cl	-3	-1	2	15	-1	-2	4	9	3	-26	-7

High-throughput results from PubChem.
